Rac1 act GTP bind = alters GTP binding to activated mutant human Rac1; GST-Rac1 activated beads, fluorescent GTP binding, flow cytometry; actives lie on both sides; 100% means binding = to untreated wells; percent activity (GTP binding), % at 10 µM; 190,000 compounds, 0.11% hits;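 active = GTP binding at least 20 percentage points away from the 100% baseline, in either direction, so actives lie on both sides; inconclusive = Compound likely fluorescent itself, or too few beads counted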
HRas wt GTP bind = changes GTP binding to wildtype human HRas; GST-Ras wt beads, Bodipy-FL-GTP binding, flow cytometry; actives lie on both sides; GTP binding activity, % at 10 µM; 190,000 compounds, 0.14% hits;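 active = GTP binding activity at least 20% away from the 100% baseline, either lowered as inhibitor or raised as activator; inconclusive = flagged as likely green fluorescent, judged across all proteins in the well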;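 also: 0% = unlabeled GTP competition control and 100% = no-compound control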
Target sequence (P01112 whole entry, looked up): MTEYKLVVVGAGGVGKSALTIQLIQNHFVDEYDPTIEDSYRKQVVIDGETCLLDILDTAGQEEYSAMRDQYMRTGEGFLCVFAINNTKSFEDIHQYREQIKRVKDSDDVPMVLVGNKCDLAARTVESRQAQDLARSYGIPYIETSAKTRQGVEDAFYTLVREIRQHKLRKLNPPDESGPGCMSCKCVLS
Rac1 wt modul = alters GTP binding to wildtype human Rac1. P63000. GST-Rac1 beads, fluorescent GTP binding, flow cytometry; actives lie on both sides; 0 = cold GTP competed, 100 = untreated. GTP binding activity (% of control), % at 10 µM. 190,000 compounds, 0.27% hits. AID 757;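 active = GTP binding activity at least 20 points away from the 100% control level, either lower or higher; inconclusive = compound flagged as likely green fluorescent, judged across all proteins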
Rab2 wt GTP = changes GTP binding to wildtype dog Rab2A, up or down; P61105; GST-Rab2 wt beads, Bodipy-GTP binding, flow cytometry; GTP binding activity, % at 10 µM; 190,000 compounds, 0.19% hits; AID 760;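 active = GTP binding activity at least 20 points away from 100%, either lowered or raised; inconclusive = signal likely due to the compound's own green fluorescence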;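 also: 0% = beads with excess unlabeled GTP and 100% = no-compound control corrected for plate trend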
Mcl1 Bid PPI = disrupts binding of human Mcl-1 to Bid peptide | Q07820 | TR-FRET Mcl-1/Bid-Dy647 peptide binding, 1536-well | inhibition, % at 21.7 µM | 220,000 compounds, 0.97% hits;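 active = compounds that cut the binding signal by more than half at the single screening dose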;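 also: His-tagged Mcl-1 with europium anti-His antibody binding Bid BH3 peptide; 0% = Mcl-1 plus peptide wells and 100% = peptide-only wells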
Target sequence (Q07820 whole entry, looked up): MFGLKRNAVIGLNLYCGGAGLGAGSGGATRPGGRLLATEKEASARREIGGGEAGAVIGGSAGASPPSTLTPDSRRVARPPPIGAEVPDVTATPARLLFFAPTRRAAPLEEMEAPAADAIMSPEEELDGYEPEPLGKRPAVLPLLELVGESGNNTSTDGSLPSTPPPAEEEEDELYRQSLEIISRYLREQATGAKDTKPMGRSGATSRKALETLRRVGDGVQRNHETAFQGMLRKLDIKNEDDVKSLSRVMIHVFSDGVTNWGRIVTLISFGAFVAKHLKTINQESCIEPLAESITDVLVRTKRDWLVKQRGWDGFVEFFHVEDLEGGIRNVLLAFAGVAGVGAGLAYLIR
Mcl1-Noxa inh = disrupts binding of human Mcl-1 to Noxa peptide; inhibition, % at 21.7 µM; 220,000 compounds, 1.5% hits; Q07820; TR-FRET Mcl-1/Noxa peptide binding, 2 h;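 active = compounds that cut the protein-peptide binding signal by more than 50% relative to plate controls in a single-dose test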;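 also: His-tagged Mcl-1 with rhodamine Noxa BH3 peptide and terbium anti-His antibody; 0% = Mcl-1 plus Noxa peptide wells and 100% = peptide-only wells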
Pf gamet viab = inhibitors of late stage P. falciparum gametocyte viability. P. falciparum stage V gametocytes, ATP luminescence, 24 h. inhibition, % at 10.9 µM. 150,000 compounds, 0.065% hits;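 active = inhibition above the mean plus 3 SD of compounds within the control limits, set per campaign, cut at about 38% in these data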;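 also: 0% = DMSO wells and 100% = medium only without gametocytes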
Bim-Mcl-1 = disrupts Bim peptide binding to human Mcl-1. Bead-based flow cytometry, Bim peptide-Mcl-1 binding. inhibition, % at 10 µM. 190,000 compounds, 0.1% hits; in the data active = inhibition above about 40%;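 also: 0% = no compound tracer wells and 100% = peptide blocker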
Avidin fluor = compound fluoresces at 488/530 nm on avidin beads | compound fluorescence 488/530 nm, flow cytometry; hits give high values | fluorescence (KMESF) at 10 µM | 220,000 compounds, 0.38% hits | AID 1775; in the data active = fluorescence above about 47; also: inactives centre near 10
Cdc42 wt = changes GTP binding to wildtype human Cdc42; GST-Cdc42 beads, Bodipy-GTP binding, flow cytometry; actives lie on both sides; percent activity (GTP binding), % at 10 µM; P60953; AID 761; 190,000 compounds, 0.2% hits;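 active = percent activity GTP binding at least 20 points away from the 100% baseline, either down as inhibitor or up as activator; inconclusive = compound flagged as likely green fluorescent from well-wide comparison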;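 also: median bead fluorescence of bound Bodipy-FL-GTP at 100 nM; 0% = excess unlabeled GTP control and 100% = no compound control; below 100% means less GTP binding so inhibitor and above means activator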
Target sequence (P60953 whole entry, looked up): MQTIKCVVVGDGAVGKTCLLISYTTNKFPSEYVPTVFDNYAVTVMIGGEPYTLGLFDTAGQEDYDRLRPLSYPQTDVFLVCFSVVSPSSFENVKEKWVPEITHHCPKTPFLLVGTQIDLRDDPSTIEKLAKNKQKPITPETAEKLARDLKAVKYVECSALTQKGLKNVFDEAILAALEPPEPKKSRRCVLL
Rab7 wt modul = dog Rab7 wildtype GTP binding, inhibitors and activators | GST-Rab7 beads, fluorescent GTP binding, flow cytometry; actives lie on both sides; untreated = 100%, excess cold GTP = 0% | GTP binding activity (percent of control), % at 10 µM | 190,000 compounds, 0.055% hits | AID 758;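 active = fluorescent GTP binding to Rab7 beads changed by at least 20 points from the 100% baseline, either direction, mostly lower; inconclusive = compound itself probably fluorescent, or too few beads counted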;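 also: median green fluorescence of bound Bodipy-FL-GTP per Rab7 bead population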
* = called active by the depositor; ? = inconclusive; nt = no result given.

SMILES	Rac1 act GTP bind	HRas wt GTP bind	Rac1 wt modul	Rab2 wt GTP	Mcl1 Bid PPI	Mcl1-Noxa inh	Pf gamet viab	Bim-Mcl-1	Avidin fluor	Cdc42 wt	Rab7 wt modul
COc1ccc(/C=C2\COc3ccccc3C2=O)cc1OC	97	96	100	94	3	11	-8	0	16	98	95
CCC(C(=O)NCc1cccnc1)c1ccccc1 (configuration not stated)	100	99	103	101	-26	9	34	-2	12	95	102
CN(C)c1ncc(C2=C(Cl)C(=O)C(N3CCCC3)=C(Cl)C2=O)s1	89	95	95	93	61*	112*	10	85*	1	91	93
Cc1onc(-c2ccccc2Cl)c1C(=O)OCn1nnc2ccccc2c1=O	99	101	102	100	-10	-11	nt	-2	8	100	101
CC(C)(C)C(=O)Cn1ncc(NC2CC2)c(Br)c1=O	101	104	103	103	-5	17	8	0	16	106	104
CCn1c(C)nc2cc(C(=O)OC)ccc21	98	97	102	99	-18	-2	-33	0	24	98	99
CCCCOC(=O)CSCC(=O)N1N=C(c2cccs2)CC1c1ccc(F)cc1 (configuration not stated)	98	100	101	98	2	4	3	-8	10	102	100
CCCn1nnc(NC(=O)c2ccc(OCC)c(Cl)c2)n1	99	103	107	104	-38	-11	-13	1	7	105	102
COc1cccc(C(C(=O)NC2CCCCC2)N(C(=O)Cc2cccs2)c2ccc(-n3cnnn3)c(OC)c2)c1 (configuration not stated)	100	103	102	102	3	-9	8	-3	8	101	101
CN(C)c1nc(N)nc(-c2ccco2)n1	100	102	106	102	-10	4	-5	-2	10	103	98
Cc1occc1C(=O)NNC(=O)c1ccccc1Br	99	99	102	100	23	29	-1	-4	1	103	99
C=C(C)CSc1nnc([C@@H](NC(=O)OC(C)(C)C)C(C)CC)o1 (some centres not stated)	94	97	95	95	-9	-3	-23	0	8	97	99
CS(=O)(=O)N1CCC(Oc2ccccc2C(=O)NC2CCOC2)CC1 (configuration not stated)	98	95	97	95	-12	-4	-2	0	6	98	93
O=C(CN1CCC(n2nnc3cc(F)ccc32)CC1)Nc1ccccc1N1CCOCC1	97	103	101	103	-5	7	nt	-1	7	102	95
CCCN1CNC(=S)N(c2ccccc2C)C1	95	103	102	104	-41	9	14	-2	8	99	107
COc1ccc(CN=C2NC(=O)CC(C(=O)Nc3ccc(Cl)cc3)S2)cc1 (configuration not stated)	100	101	98	98	-29	-2	8	-1	15	100	98
CCC(CC)C(=O)Nc1cc(NC(=O)C(CC)CC)cc(C(=O)O)c1	98	101	101	101	3	14	-7	0	10	100	102
S=C(c1ccc(-c2cc(Cl)ccc2Cl)o1)N1CCOCC1	95	99	102	95	-23	14	nt	-2	11	95	100
O=C(NNS(=O)(=O)c1cccc(Cl)c1)c1cc(-c2ccc(F)cc2)nc2ccccc12	90	97	100	95	-13	-9	-2	4	10	97	105
COc1ccc(C(CNC(=O)/C=C/c2c(Cl)nc3ccccn23)N(C)C)cc1 (configuration not stated)	101	99	101	100	-22	12	4	0	10	103	100
Cc1cc(OCC(=O)OCC(=O)Nc2cc(C(F)(F)F)ccc2N2CCOCC2)ccc1Cl	97	94	98	96	-3	-8	-6	-4	14	97	96
Cc1cc(-n2nc(C)cc2C)nc(N)n1	99	102	104	104	-2	10	nt	0	7	101	106
CCCNC(=O)c1cccc(COCC(F)(F)F)c1	98	98	102	98	5	-10	nt	-14	9	98	100
COc1ccc(C(C)(C)C)cc1NC(=O)c1cncc(Br)c1	101	104	102	103	-7	2	-4	-3	9	106	100
COc1ccc(C(C(=O)NC2CCCCC2)N(C(=O)CCl)c2ccc(OC)cc2)cc1 (configuration not stated)	97	97	100	97	-50	22	nt	-6	12	97	98
COc1cc(NC(=S)N2CCN(Cc3ccccc3)CC2)cc(OC)c1	101	103	110	103	-38	15	-3	-4	9	105	99
CCn1c(CNC(=O)Cc2ccc(OC)cc2)nnc1SCCOc1ccccc1	98	104	97	101	-14	5	23	0	26	104	106
Cc1cc(C)c(Cn2cnc3ccccc32)c(C)c1	98	96	98	98	-19	18	7	25	13	96	106
Cc1cccc(NCc2n[nH]c(=S)n2-c2ccccc2)c1	94	94	98	93	-72	34	6	-10	10	95	96
O=C(CN1CCN(c2ccc(F)cc2)CC1)Nc1nnc(-c2ccccc2)s1	98	97	98	97	-14	10	nt	0	30	99	97
CC1=NCCN1S(=O)(=O)c1c(C(C)C)cc(C(C)C)cc1C(C)C	94	92	96	93	5	-4	1	-4	26	93	92
CCC(Oc1ccccc1)C(=O)Nc1nnc(C(F)(F)F)s1 (configuration not stated)	97	100	102	99	4	9	-8	-1	12	103	98
CCOC(=O)c1cccc(Nc2nc(-c3cccnc3)nc3ccccc23)c1	91	96	93	94	38	25	-7	-2	14	94	98
CCC(OC(=O)c1ccco1)C(=O)NCc1ccc(C)cc1 (configuration not stated)	100	101	103	100	38	12	13	-1	8	101	97
CCOC(=O)c1c(NC(=O)CSc2nnc(C)c(=O)[nH]2)sc2c1CCC2	96	96	102	97	5	30	nt	-5	14	97	96
CCOC(=O)c1cnc(SCC(=O)Nc2cc(OC)ccc2OC)nc1N	97	100	100	100	-1	-2	nt	0	8	99	98
CCCNC(=O)N1CCN(c2ncccn2)CC1	99	99	106	98	1	2	nt	-5	4	102	97
O=C(CN1CCC(O)(c2ccc3c(c2)OCO3)CC1)OC1CCCCC1	91	92	92	91	-29	15	nt	-4	10	94	90
COc1cccc(N2CC34C=CC(O3)C(C(=O)O)C4C2=O)c1 (configuration not stated)	100	104	111	103	-14	21	nt	17	32	105	100
COc1ccc(NC(C)C(=O)Nc2cc(C(F)(F)F)ccc2N2CCOCC2)c(OC)c1 (configuration not stated)	100	97	101	97	-70	6	-7	-4	14	99	98
C/C(=N\NC(=O)C(=O)Nc1ccc(C)c(Cl)c1)c1ccncc1	98	101	103	100	10	-5	10	-3	16	104	102
CC(=O)/C(=N\Nc1cccc(Cl)c1)Sc1cccc2cccnc12	99	98	102	97	-41	28	nt	-3	3	101	96
CCOC(=O)c1c(NC(=O)c2cccs2)sc(C(=O)N(C)C)c1C	?	?	?	?	15	32	nt	-3	6	?	?
CC(=O)Nc1sc(C)c(C)c1C(=O)OCC(=O)N(C)C1CCS(=O)(=O)C1 (configuration not stated)	97	96	96	98	-24	6	nt	0	6	95	98
Cc1cc(C)nc(SCCn2c(N3CCOCC3)nc3c2c(=O)[nH]c(=O)n3C)n1	96	98	100	96	-13	12	-9	-6	15	100	95

12 entries already listed, ordered by molecular weight, highest first:
SMILES	Rac1 act GTP bind	HRas wt GTP bind	Rac1 wt modul	Rab2 wt GTP	Mcl1 Bid PPI	Mcl1-Noxa inh	Pf gamet viab	Bim-Mcl-1	Avidin fluor	Cdc42 wt	Rab7 wt modul
Cc1cc(C)nc(SCCn2c(N3CCOCC3)nc3c2c(=O)[nH]c(=O)n3C)n1	96	98	100	96	-13	12	-9	-6	15	100	95
CC(=O)Nc1sc(C)c(C)c1C(=O)OCC(=O)N(C)C1CCS(=O)(=O)C1 (configuration not stated)	97	96	96	98	-24	6	nt	0	6	95	98
CCOC(=O)c1c(NC(=O)CSc2nnc(C)c(=O)[nH]2)sc2c1CCC2	96	96	102	97	5	30	nt	-5	14	97	96
CCOC(=O)c1cnc(SCC(=O)Nc2cc(OC)ccc2OC)nc1N	97	100	100	100	-1	-2	nt	0	8	99	98
CCOC(=O)c1cccc(Nc2nc(-c3cccnc3)nc3ccccc23)c1	91	96	93	94	38	25	-7	-2	14	94	98
CCOC(=O)c1c(NC(=O)c2cccs2)sc(C(=O)N(C)C)c1C	?	?	?	?	15	32	nt	-3	6	?	?
O=C(CN1CCC(O)(c2ccc3c(c2)OCO3)CC1)OC1CCCCC1	91	92	92	91	-29	15	nt	-4	10	94	90
CC(=O)/C(=N\Nc1cccc(Cl)c1)Sc1cccc2cccnc12	99	98	102	97	-41	28	nt	-3	3	101	96
CC1=NCCN1S(=O)(=O)c1c(C(C)C)cc(C(C)C)cc1C(C)C	94	92	96	93	5	-4	1	-4	26	93	92
C/C(=N\NC(=O)C(=O)Nc1ccc(C)c(Cl)c1)c1ccncc1	98	101	103	100	10	-5	10	-3	16	104	102
CCC(OC(=O)c1ccco1)C(=O)NCc1ccc(C)cc1 (configuration not stated)	100	101	103	100	38	12	13	-1	8	101	97
CCCNC(=O)N1CCN(c2ncccn2)CC1	99	99	106	98	1	2	nt	-5	4	102	97

The list continues:
SMILES	Rac1 act GTP bind	HRas wt GTP bind	Rac1 wt modul	Rab2 wt GTP	Mcl1 Bid PPI	Mcl1-Noxa inh	Pf gamet viab	Bim-Mcl-1	Avidin fluor	Cdc42 wt	Rab7 wt modul
N#Cc1ccc(Oc2nc(C(N)=O)cc(-c3ccccc3)n2)cc1	103	103	106	103	16	0	2	0	12	106	102
NNc1nc(N)c2c(n1)-c1ccccc1CC21CCCC1	98	98	99	96	-64	-64	nt	-2	11	100	97
CC(Sc1nc(C(C)(C)C)cc(-c2ccccc2)c1C#N)C(=O)Nc1ccccc1 (configuration not stated)	100	101	104	100	-5	-25	8	-7	3	103	99
O=c1c2ccccc2nc(-c2ccccc2)n1CCN1CCOCC1	99	103	101	103	-13	19	-47	-1	12	102	105
O=c1sc2ccccc2n1COc1ccc(Cl)cc1	96	98	96	99	19	0	nt	-3	17	100	96
CCOC(=O)CCCNC(=O)COC(=O)c1cc(Br)c(Br)s1	90	95	98	91	-24	-9	-8	-1	11	89	102
COc1ccc(CN2CC(C(=O)NCCCN3CCN(Cc4ccccc4)CC3)CC2=O)cc1 (configuration not stated)	99	100	103	98	-2	22	nt	-4	4	101	100
Cc1ccc(C(=O)Nc2cccc([N+](=O)[O-])c2)cc1S(=O)(=O)Nc1cccc(C(=O)O)c1	?	?	?	?	-4	24	9	6	9	?	?
Cc1ccsc1C(=O)NNC(=S)NCC(C)C	100	103	103	101	-70	16	nt	2	13	104	100
COc1ccc2cc(Br)ccc2c1CC(=O)N(C)C	97	96	95	93	-37	-17	25	0	11	101	93
